Assay outcomes: PubChem BioAssay, several laboratories
MazEF act: activators of E. coli MazEF toxin-antitoxin RNase, primary screen, biochemical, fluorescence, uHTS. Endoribonuclease toxin MazF (Escherichia coli (strain K12)), P0AE70. FAM/BHQ RNA-DNA oligo cleavage fluorescence, 5 h. activation, % at 20 µM. hit rate 0.32% among 350,000; in the data active = activation above about 50%
Target sequence (P0AE70 whole entry, looked up): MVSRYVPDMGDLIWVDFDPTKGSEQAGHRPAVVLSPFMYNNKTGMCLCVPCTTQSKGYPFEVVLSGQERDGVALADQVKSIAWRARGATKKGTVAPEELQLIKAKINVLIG
Anthrax LF prot: Bacillus anthracis LF protease inhibitors, primary screen, biochemical, multiplex microsphere, MLPCN library; multiplex microsphere protease cleavage assay; inhibition, % at 10 µM; hit rate 0.12% among 360,000; note: plate controls were buffer without enzyme for full effect and enzyme alone for no effect
SSB-PriA inh: inhibitors of Klebsiella pneumoniae PriA binding to SSB C-terminal tail, primary screen, biochemical, AlphaScreen; AlphaScreen SSBct-PriA binding, biotinylated peptide; AID 1272365, 2023; inhibition, % at 33 µM; PriA–SSB C-terminal tail interaction (Klebsiella pneumoniae); hit rate 0.6% among 430,000; in the data active = inhibition mostly above about 37%, no sharp cut-off; inactive = mostly below about 20%;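 note: plate controls were negative control peptide for no effect and reference peptide for full effect; strong numbers were not always called active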
BoNT-F LC inh: BoNT/F light chain protease inhibitors, primary screen, biochemical, flow cytometry, MLPCN library; Multiplex microsphere protease cleavage assay; AID 588497, 2011; inhibition, % at 10 µM; hit rate 0.22% among 360,000; in the data active = inhibition above about 35%, passing the limit was not always enough; inconclusive = no clear call, values can overlap the other calls; note: plate controls were buffer without enzyme for full effect and enzyme alone for no effect
Rv3671c protease: Rv3671c serine protease inhibitors, primary screen, biochemical, fluorescence polarization, M. tuberculosis H37Rv. P9WHR9. inhibition, % at 5.96 µM. hit rate 0.048% among 320,000; in the data active = inhibition above about 38%;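 note: extracellular domain of Rv3671c used as enzyme; 0% = enzyme with DMSO and 100% = no enzyme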
Target sequence (P9WHR9 whole entry, looked up, the tested form may be a part): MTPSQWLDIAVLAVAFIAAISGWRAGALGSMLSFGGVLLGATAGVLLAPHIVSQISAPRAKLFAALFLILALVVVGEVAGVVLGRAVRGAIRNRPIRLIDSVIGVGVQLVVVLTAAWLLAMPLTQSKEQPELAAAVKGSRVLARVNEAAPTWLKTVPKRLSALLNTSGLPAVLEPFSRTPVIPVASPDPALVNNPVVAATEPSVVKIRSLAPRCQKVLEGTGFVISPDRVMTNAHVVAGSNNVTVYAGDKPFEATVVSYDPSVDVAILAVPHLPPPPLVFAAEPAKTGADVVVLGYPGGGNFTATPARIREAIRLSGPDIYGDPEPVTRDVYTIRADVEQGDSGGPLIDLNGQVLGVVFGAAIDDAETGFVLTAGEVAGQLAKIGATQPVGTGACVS
VHR inh abs: VHR1 phosphatase inhibitors, primary screen, biochemical, absorbance, uHTS; recombinant VHR phosphatase, pNPP absorbance; inhibition, % at 13.3 µM; hit rate 0.52% among 290,000; in the data active = inhibition above about 50%; note: some compounds called inactive have numbers as strong as hits
Target sequence (P51452 whole entry, looked up): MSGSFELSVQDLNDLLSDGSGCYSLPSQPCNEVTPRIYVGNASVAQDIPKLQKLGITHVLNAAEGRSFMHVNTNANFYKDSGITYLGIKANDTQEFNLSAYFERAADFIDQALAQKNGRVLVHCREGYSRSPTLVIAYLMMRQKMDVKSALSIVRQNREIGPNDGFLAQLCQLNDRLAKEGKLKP
SARS 3CLpro inh: SARS-CoV 3CLpro protease inhibitors, primary screen, biochemical, quenched FRET; hit rate 0.14% among 290,000; recombinant SARS-CoV 3CLpro, quenched FRET peptide cleavage; inhibition, % at 6 µM; in the data active = inhibition above about 12%
CCHFV vOTU inh: CCHFV vOTU protease inhibitors, primary screen, biochemical, Pep-AMC substrate, fluorescence | inhibition, % at 11.5 µM | hit rate 0.55% among 370,000 | Crimean-Congo hemorrhagic fever virus L polyprotein viral ovarian tumor (vOTU) protease …; in the data active = inhibition above about 30%; note: 0% = vehicle wells with enzyme and 100% = no enzyme wells
BoNT A protease: BoNT/A light chain protease inhibitors, primary screen, biochemical, flow cytometry, MLPCN library; Botulinum neurotoxin type A light chain protease (Clostridium botulinum A str. ATCC 3502); multiplex microsphere protease substrate cleavage; inhibition, % at 10 µM; hit rate 0.17% among 360,000; AID 588499, 2011; note: plate controls were buffer without enzyme for full effect and enzyme alone for no effect
PrPC surface inh: inhibitors of human cell surface prion protein PrPC, primary screen, cell-based, TR-FRET. TR-FRET read-out. inhibition, % at 13.8 µM. hit rate 0.43% among 370,000. AID 720596, 2013; in the data active = inhibition above about 24%; note: 0% = median of the test wells and 100% = reference compound wells
* = called active by the depositor; & = joins results of further samples. Cut-off read from the data, not from the text of the source, unless noted: active = inhibition above about 30%; inconclusive = no clear call, values can overlap the other calls; inactive = below that. An excerpt (hit frequency here may not be typical).

Screening Cc1ccccc1C(=O)Nc1ccc(N(C)C)c2ccccc12 returned MazEF act -12, Anthrax LF prot 14, SSB-PriA inh 5, BoNT-F LC inh inconclusive, Rv3671c protease -1, VHR inh abs 22, SARS 3CLpro inh -6, CCHFV vOTU inh 10, BoNT A protease 6.4 and PrPC surface inh 1.
`Cc1ccc(C(=O)NCCc2c[nH]c3ccccc23)c(C)c1` gave MazEF act -26, Anthrax LF prot 10, SSB-PriA inh 18, BoNT-F LC inh 8, Rv3671c protease 6, VHR inh abs -9, SARS 3CLpro inh 7, CCHFV vOTU inh 13, BoNT A protease 2.7 and PrPC surface inh 9.
`O=C(Cc1ccccc1F)OCC(=O)N1CCc2ccccc21` gave MazEF act 0, Anthrax LF prot -1, SSB-PriA inh -17, BoNT-F LC inh 2, Rv3671c protease 3, VHR inh abs 13, SARS 3CLpro inh 1, CCHFV vOTU inh 5, BoNT A protease -1.0 and PrPC surface inh -2.
`O=C(CN(C(=O)CCC(=O)Nc1nccs1)c1ccc(F)cc1)NCc1ccccc1` gave MazEF act 2, Anthrax LF prot -2, SSB-PriA inh -18, BoNT-F LC inh 14, Rv3671c protease -3, VHR inh abs -4, SARS 3CLpro inh -3, CCHFV vOTU inh 6, BoNT A protease -1.8 and PrPC surface inh 11.
Screening O=C1CC2C(=O)NCCN2C(=NC(=O)c2ccccc2)N1 (centres undefined) returned MazEF act 3, Anthrax LF prot -6, SSB-PriA inh 0, BoNT-F LC inh -9, Rv3671c protease 0, VHR inh abs 11, SARS 3CLpro inh 3, CCHFV vOTU inh -3, BoNT A protease -0.8 and PrPC surface inh -9.
`COc1ccc(NC(=O)CN2CCN(c3c(C)cc(C)cc3C)CC2)cc1` gave MazEF act 1, SSB-PriA inh -6&-8, Rv3671c protease 1, VHR inh abs 6, SARS 3CLpro inh -3, CCHFV vOTU inh 12 and PrPC surface inh 0.
For C[C@H](CO)N1C[C@H](C)[C@@H](CN(C)C(=O)NC2CCCCC2)Oc2ccc(NC(=O)CCC(F)(F)F)cc2C1=O the results were MazEF act 1, Anthrax LF prot -5, SSB-PriA inh -5, BoNT-F LC inh -1, Rv3671c protease 1, CCHFV vOTU inh -4, BoNT A protease -0.3 and PrPC surface inh -4.
Screening COc1ccccc1N1CCN(CC(=O)Nc2ccc(S(=O)(=O)N3CCCCCC3)cc2)CC1 returned MazEF act -1, Anthrax LF prot 3, SSB-PriA inh 5, BoNT-F LC inh -3, Rv3671c protease -16, CCHFV vOTU inh 8, BoNT A protease 0.1 and PrPC surface inh 5.
Cc1ccc(SCCCCN2CCNCC2)cc1 was read as MazEF act 4, Anthrax LF prot 0, SSB-PriA inh 6, BoNT-F LC inh 2, Rv3671c protease 4, VHR inh abs -3, SARS 3CLpro inh 1, CCHFV vOTU inh 6, BoNT A protease 0.4 and PrPC surface inh 0.
`CC(C)c1ccc(-c2noc(C3CCCN(C(=O)c4ccc(F)cc4F)C3)n2)cc1` (centres undefined) gave MazEF act -5, Anthrax LF prot -9, SSB-PriA inh -16, BoNT-F LC inh -5, Rv3671c protease -12, VHR inh abs 11, SARS 3CLpro inh -1, CCHFV vOTU inh 7, BoNT A protease -0.5 and PrPC surface inh 1.
For Cc1cc(SCNC(=O)c2ccccc2)ncn1 the results were MazEF act 4, Anthrax LF prot 2, SSB-PriA inh 7, BoNT-F LC inh 3, Rv3671c protease 0, VHR inh abs 18, SARS 3CLpro inh 2, CCHFV vOTU inh -4, BoNT A protease -0.1 and PrPC surface inh -2.
CCCN(C(=O)CN1C(=O)NC2(CCCCCC2)C1=O)C1CCS(=O)(=O)C1 (centres undefined) was read as MazEF act 10, Anthrax LF prot -2, SSB-PriA inh -17, BoNT-F LC inh -3, Rv3671c protease -4, VHR inh abs 32, SARS 3CLpro inh -1, CCHFV vOTU inh 10, BoNT A protease -1.3 and PrPC surface inh -3.
Screening CC(NC(=O)CSc1n[nH]c(N)n1)c1ccccc1 (centres undefined) returned MazEF act -3, Anthrax LF prot 1, SSB-PriA inh 4, BoNT-F LC inh 4, Rv3671c protease -10, VHR inh abs 12, SARS 3CLpro inh -6, CCHFV vOTU inh -4, BoNT A protease -1.3 and PrPC surface inh 7.
`CCN=C1Sc2nc3ccc(OCC)cc3cc2CN1CCOC` gave MazEF act 1, Anthrax LF prot -1, SSB-PriA inh -6, BoNT-F LC inh 17, Rv3671c protease -8, VHR inh abs 19, SARS 3CLpro inh -1, CCHFV vOTU inh -4, BoNT A protease 2.7 and PrPC surface inh -5.
For CCOC(=O)c1ccc2c(c1)sc(=NC(=O)c1ccco1)n2CCOC the results were MazEF act -12, Anthrax LF prot -2, SSB-PriA inh -1, BoNT-F LC inh -1, Rv3671c protease 1, VHR inh abs 0, SARS 3CLpro inh 1, CCHFV vOTU inh 3, BoNT A protease -0.3 and PrPC surface inh 4.
CCN(CC)CCCNc1ccc(-c2nnc(-c3ccc(OCC(C)C)cc3)o2)cn1 was read as MazEF act -15, Anthrax LF prot -1, SSB-PriA inh -4, BoNT-F LC inh -5, Rv3671c protease 1, VHR inh abs 18, SARS 3CLpro inh -2, CCHFV vOTU inh -195, BoNT A protease -2.8 and PrPC surface inh -13.
COCCCNCC(=O)Nc1sc(C)c(C)c1C(=O)OC was read as MazEF act -4, Anthrax LF prot -6, SSB-PriA inh -5, BoNT-F LC inh -7, Rv3671c protease 3, VHR inh abs 26, SARS 3CLpro inh 3, CCHFV vOTU inh 8, BoNT A protease -1.0 and PrPC surface inh -7.
For O=S(=O)(c1ccccc1)c1ccccc1/C=N\O the results were MazEF act -2, Anthrax LF prot 4, BoNT-F LC inh -2, Rv3671c protease -12, VHR inh abs -25, SARS 3CLpro inh 1, CCHFV vOTU inh 2, BoNT A protease -0.6 and PrPC surface inh 10.
`Cc1ccccc1OC(C)C(=O)N1CCN(c2ccccn2)CC1` (centres undefined) gave MazEF act -1, Anthrax LF prot -3, SSB-PriA inh -2, BoNT-F LC inh -2, Rv3671c protease 1, VHR inh abs 22, SARS 3CLpro inh -3, CCHFV vOTU inh 2, BoNT A protease -0.5 and PrPC surface inh 6.
Cc1ccc(NC(=O)CC2SC(=O)NC2=O)cc1 (centres undefined) was read as MazEF act -4, Anthrax LF prot -3, SSB-PriA inh -10, BoNT-F LC inh -3, Rv3671c protease -6, VHR inh abs 0, SARS 3CLpro inh -5, CCHFV vOTU inh -16, BoNT A protease 0.2 and PrPC surface inh 7.
`CCN1C(=O)c2cccc3c(NC(=O)c4ccccc4)ccc1c23` gave MazEF act -6, Anthrax LF prot 3, SSB-PriA inh -11, BoNT-F LC inh -9, Rv3671c protease -9, VHR inh abs 14, SARS 3CLpro inh -4, CCHFV vOTU inh 6, BoNT A protease 1.0 and PrPC surface inh -37.
For Oc1[nH]c2ccccc2c1C=NCC1CCCO1 (centres undefined) the results were MazEF act 17, Anthrax LF prot -5, SSB-PriA inh -15, BoNT-F LC inh 4, Rv3671c protease 4, VHR inh abs 14, SARS 3CLpro inh 5, CCHFV vOTU inh 13, BoNT A protease 2.0 and PrPC surface inh -3.
`O=C1C(=O)c2cccc3cccc1c23` gave MazEF act 10, Anthrax LF prot -2, SSB-PriA inh -4, BoNT-F LC inh 2, Rv3671c protease -26, VHR inh abs -8, SARS 3CLpro inh 1, CCHFV vOTU inh 15, BoNT A protease 0.7 and PrPC surface inh -13.
Cc1cccc(NNC(N)=S)c1 was read as MazEF act 4, Anthrax LF prot -8, SSB-PriA inh -3, BoNT-F LC inh -4, Rv3671c protease -1, VHR inh abs -10, SARS 3CLpro inh 3, CCHFV vOTU inh -9, BoNT A protease -0.4 and PrPC surface inh -2.
Nc1nc(SCC(=O)Nc2ccccc2)nc2nc3c(cc12)CCCC3 was read as MazEF act 5, Anthrax LF prot 0, SSB-PriA inh 5, BoNT-F LC inh -21, Rv3671c protease -67, VHR inh abs 0, SARS 3CLpro inh -3, CCHFV vOTU inh 4, BoNT A protease 1.1 and PrPC surface inh 15.
Screening CC(Cc1ccccc1)NC(=S)CN1CCCC1=S (centres undefined) returned MazEF act 4, Anthrax LF prot -5, SSB-PriA inh -3, BoNT-F LC inh inconclusive, Rv3671c protease 4, VHR inh abs 17, SARS 3CLpro inh 0, CCHFV vOTU inh -16, BoNT A protease inconclusive and PrPC surface inh 2.
Screening C=CCC1CCCCC12NC(=O)NC2=O (centres undefined) returned MazEF act 9, Anthrax LF prot -1, SSB-PriA inh -1, BoNT-F LC inh -1, Rv3671c protease -1, VHR inh abs 4, SARS 3CLpro inh 4, CCHFV vOTU inh -5, BoNT A protease -0.2 and PrPC surface inh 0.
Cc1cc(C)n(CCNC(=O)[C@H]2O[C@@H](n3ccc(=O)[nH]c3=O)[C@H](O)[C@@H]2O)n1 was read as Anthrax LF prot 9, BoNT-F LC inh 2, CCHFV vOTU inh 12, BoNT A protease 0.1 and PrPC surface inh -6.
For CN(C)S(=O)(=O)N(CC(=O)NCc1ccccc1)c1ccccc1 the results were MazEF act 2, Anthrax LF prot -14, SSB-PriA inh -3, BoNT-F LC inh -6, Rv3671c protease -6, VHR inh abs -25, SARS 3CLpro inh 6, CCHFV vOTU inh -9, BoNT A protease 0.8 and PrPC surface inh 1.
`COc1cc(-c2nnc3sc(-c4ccco4)nn23)cc(OC)c1OC` gave MazEF act -8, Anthrax LF prot -2, SSB-PriA inh 6, BoNT-F LC inh -5, Rv3671c protease -2, VHR inh abs 15, SARS 3CLpro inh 1, CCHFV vOTU inh -4, BoNT A protease inconclusive and PrPC surface inh -2.
For O=C(Nn1c(-c2ccc(F)cc2)nc2ccccc2c1=O)C1CCCCC1 the results were MazEF act 8, Anthrax LF prot -4, SSB-PriA inh -3, BoNT-F LC inh -10, Rv3671c protease -2, VHR inh abs 13, SARS 3CLpro inh 4, CCHFV vOTU inh 1, BoNT A protease -1.5 and PrPC surface inh 3.
For Cc1ccc(N=Nc2c(N)n[nH]c2N)cc1 the results were MazEF act 0, Anthrax LF prot 3, SSB-PriA inh 17, BoNT-F LC inh -10, Rv3671c protease -4, VHR inh abs 7, SARS 3CLpro inh -3, CCHFV vOTU inh 11, BoNT A protease -3.6 and PrPC surface inh -5.
COc1ccc(N2C(=O)C3CCCCC3C2=O)cc1NC(=O)c1ccccc1 (centres undefined) was read as MazEF act 4, Anthrax LF prot 0, SSB-PriA inh -24, BoNT-F LC inh -3, Rv3671c protease 6, VHR inh abs 29, SARS 3CLpro inh -2, CCHFV vOTU inh -9, BoNT A protease -0.3 and PrPC surface inh -7.

Molecules shown so far with a furan ring, fused or not:
For CCOC(=O)c1ccc2c(c1)sc(=NC(=O)c1ccco1)n2CCOC the results were MazEF act -12, Anthrax LF prot -2, SSB-PriA inh -1, BoNT-F LC inh -1, Rv3671c protease 1, VHR inh abs 0, SARS 3CLpro inh 1, CCHFV vOTU inh 3, BoNT A protease -0.3 and PrPC surface inh 4.
`COc1cc(-c2nnc3sc(-c4ccco4)nn23)cc(OC)c1OC` gave MazEF act -8, Anthrax LF prot -2, SSB-PriA inh 6, BoNT-F LC inh -5, Rv3671c protease -2, VHR inh abs 15, SARS 3CLpro inh 1, CCHFV vOTU inh -4, BoNT A protease inconclusive and PrPC surface inh -2.
